# Assay outcomes: PubChem, National Center for Advancing Translational Sciences (NCATS)
# TDP1 inh: qHTS Assay for Inhibitors of Tyrosyl-DNA Phosphodiesterase (TDP1) | recombinant TDP1, AlphaScreen DNA substrate cleavage | 350,000 tested, 0.28% active | AID 485290, 2010 | Potency, µM (top dose mostly 130 µM), without a hit: at the top dose activity change, negative = inhibition, hits mostly inhibitors; active means well fitted inhibition curve with a large enough effect; further: nearly all actives have a fitted effect of over 40% in size
# Target sequence (Q9NUW8 whole entry, looked up): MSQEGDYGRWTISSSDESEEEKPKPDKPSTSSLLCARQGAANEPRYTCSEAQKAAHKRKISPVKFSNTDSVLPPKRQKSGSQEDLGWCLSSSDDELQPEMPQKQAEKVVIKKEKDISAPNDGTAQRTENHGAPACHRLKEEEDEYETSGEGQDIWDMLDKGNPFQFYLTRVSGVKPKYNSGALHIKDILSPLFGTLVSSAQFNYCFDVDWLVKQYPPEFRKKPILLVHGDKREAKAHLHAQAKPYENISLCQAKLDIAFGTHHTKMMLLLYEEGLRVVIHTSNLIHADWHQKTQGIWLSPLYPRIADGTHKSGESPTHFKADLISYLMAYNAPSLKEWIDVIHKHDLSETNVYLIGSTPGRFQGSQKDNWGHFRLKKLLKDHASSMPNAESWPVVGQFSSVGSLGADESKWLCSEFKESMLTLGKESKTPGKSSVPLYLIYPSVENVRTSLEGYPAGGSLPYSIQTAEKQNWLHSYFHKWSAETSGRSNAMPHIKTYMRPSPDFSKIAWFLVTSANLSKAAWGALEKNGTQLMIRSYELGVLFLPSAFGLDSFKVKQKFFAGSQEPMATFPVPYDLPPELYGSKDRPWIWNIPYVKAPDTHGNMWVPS
#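 Recombinant human Tdp1 (E. coli-expressed, 1 nM final) preincubated with compounds 15 min at room temperature, then 5'-biotin/3'-phosphotyrosine-FITC DNA substrate (15 nM final) added for 5 min. AlphaScreen beads (10 ug/ml final) added 10 min; cleavage lowers signal.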
# * hit, by the source's call; & = joins results of further samples; [ ] = another dose, or the depositor's remark. On the % scale 0 is the no-effect control and ±100 the full control effect; potency means the concentration at half of the fitted maximal effect.
canonical_smiles	TDP1 inh
Cc1cc2cc(CCNC(=O)c3c(-c4ccccc4Cl)noc3C)c(=O)[nH]c2cc1C	0.0%
O=C(O)CCCNc1cc(N2CCC3(CC2)OCCO3)c2noc3c2c1C(=O)c1ccccc1-3	4.8%
Nc1c(-c2ccccc2)cc[nH]c1=O	4.6%
COc1cc2c(cc1O)CCC1C2CC[C@]2(C)[C@@H](O)CC[C@@H]12 (stereo not given in full)	8.5%[56.1 µM]
C[C@@H]1O[C@@H](OC2O[C@@H](COc3cc(O)c4c(=O)cc(-c5ccc(O)cc5)oc4c3)[C@@H](O)[C@@H](O)[C@@H]2O)[C@H](O)[C@H](O)[C@H]1O (stereo not given in full)	4.9%
O=C(NCC12CC3CC(CC(C3)C1)C2)c1cc2nc(-c3ccc(Cl)cc3)cc(C(F)(F)F)n2n1	5.8%
COCOc1cc(OC)ccc1C(=O)/C=C/c1ccc([N+](=O)[O-])cc1	5.6%
CCN1C(=O)[C@H]2[C@H]3[C@H](O)[C@H](O)C/C(=N/NC(=O)OCc4ccc(OC)cc4)[C@H]3CC[C@@H]2C1=O	13.2%[21 µM]
Cc1cc(C(=O)NCCc2ccc(Cl)cc2)c2c(C)nn(-c3ccccc3)c2n1	-4.2%
N#CN1CCC(NS(=O)(=O)c2ccc(C(F)(F)F)cc2)C1 (stereo not given)	0.7%&-0.9%
CC(C)c1ccccc1NC(=O)COc1ccc2c(=O)c(Oc3ccc4ccccc4c3)coc2c1	5.3%
O=C1CSC(c2ccccc2)N1Cc1ccccc1 (stereo not given)	1.2%
COC(=O)c1ccc(C(NC(=O)OCc2ccccc2)/C(C)=C/[C@@H](C)C(=O)NCc2nc3ccccc3s2)cc1 (stereo not given in full)	8.1%
NCCCCCCCCCCN	4.8%
CCOC(=O)c1cn(-c2nc(-c3ccc(Cl)cc3)cs2)c2c(F)c(N3CC(C)OC(C)C3)c(F)cc2c1=O (stereo not given)	3.8%
NC(=O)c1cccc(C[C@H](C(=O)O)N2C(=O)c3ccc(C(=O)O)cc3C2=O)c1	4.4%
Cc1cc(C)c(C)c(C(=O)CSc2nnc(C)c(=O)[nH]2)c1C	1.8%
CC#N	11.6%
Cc1nc(SCc2nc3ccc(F)cc3[nH]2)c2oc3ccccc3c2n1	-4.1%
CCCC[C@@H]1C[C@H]1[C@@H](NP(=O)(c1ccccc1)c1ccccc1)c1ccccc1OC	8.1%
COc1cccc(C2c3c(ncn(-c4cccc(OC)c4)c3=N)Oc3ccc4ccccc4c32)c1 (stereo not given)	4.9%
Cc1ccc(SCC(Cc2ccccc2)N2CCN(C)CCC2=O)cc1 (stereo not given)	10.3%
CC(=O)Nc1cccc(-c2nnc3c4ccccc4c(C)nn23)c1	4.8%
CCC1CC=CC2C1C(=O)N(Cc1ccccc1)C2c1cccc([N+](=O)[O-])c1 (stereo not given)	9.7%
C#CCCCO/N=C1/C[C@@H](O)[C@@H](O)[C@@H]2[C@@H]3C(=O)N(CC)C(=O)[C@H]3CC[C@H]12	10.1%[21 µM]
ClCCCl	10.4%
Cn1c(=O)c2c(nc(Br)n2Cc2c(F)cccc2Cl)n(C)c1=O	-9.0%
COc1cccc(CNC(=O)CCCCCn2c(=S)[nH]c3ccc(N4CCOCC4)cc3c2=O)c1	1.1%
Cc1ccc2c(c1)C(=O)OC(C(=O)Nc1ccc(C(=O)O)cc1)C2 (stereo not given)	0.0%
Cc1ccc(NS(=O)(=O)c2cc3c(cc2-c2ccccc2)NC(=O)CO3)cc1C	-0.3%
CCOc1ncccc1C(=O)OCC(=O)Nc1cc(C(=O)OC)ccc1C(=O)OC	-1.9%
Cc1ccc(NC(=O)CCSc2nc(-c3ccc4c(c3)OCO4)cc(C(F)(F)F)n2)cc1	5.3%
COc1ccc(C2/C=C\CN(C(=O)C3CC3)C(C)C(=O)N2Cc2ccc(F)cc2)cc1 (stereo not given)	6.2%
Cc1nc2cc(-c3ccc(F)cc3)nn2c(N2CCOCC2)c1C	-4.1%
Cc1cc2cc(CNC(=O)c3cc4ccccc4o3)ccc2n1C	2.8%
CCCC=O	13.2%
O=C(Nc1ccc(Cl)cc1)c1nc[nH]c1C(=O)NCCCNC(=O)c1[nH]cnc1C(=O)Nc1ccc(Cl)cc1	-6.3%
COc1cccc(C2CC(=O)Nc3c2c(=O)n(C)c2nc4ccccc4n32)c1OC (stereo not given)	1.9%
Cc1cc2c(s1)c1cnn(Cc3ccc(C(C)C)cc3)c(=O)c1n2C	-3.1%
CC1CCCC(NC(=O)c2cn(C)c3ccc(S(=O)(=O)N4CCCC4)cc3c2=O)C1C (stereo not given)	4.5%
O=C(CSc1nc(C2CC2)nc2ccccc12)NCc1ccc2c(c1)OCO2	2.0%
Cc1noc(C)c1-c1ccc2ncnc(NCc3ccc(F)cc3)c2c1	10.3%
COc1cc(/C=C2\SC(=S)NC2=O)ccc1OS(=O)(=O)c1ccccc1	-5.1%
Cc1ccc(-c2ccc(SCC(=O)N3CCCc4ccccc43)nn2)cc1	2.6%
Cc1ccc(C)c(SC2=NS(=O)(=O)c3ccccc32)c1	1.4%
COC(=O)C1=C[C@@H](C(=O)OC)[C@@H]2C3=C(C(=O)[C@]2(C)NC(=O)c2ccccc2)[C@H](C)[C@@H]2C(=O)NC(=O)[C@@H]2[C@@H]3C1	5.6%
CO[C@H]1COC(=O)CCC[C@@H](C)[C@H](OC)COC(=O)[C@H]2CCCN2C(=O)C/C=C\[C@@H]1C	3.7%[21 µM]
CC1CCC2C(=O)N3C(CCC(C)[C@H]3c3cccc(N4CCCC4=O)c3)C(=O)N2C1c1cccc(N2CCCC2=O)c1 (stereo not given in full)	6.9%[21 µM]
Cc1ccccc1Nc1nc(-c2sc(NC(=O)c3ccc([N+](=O)[O-])cc3)nc2C)cs1	11.8%
COC(=O)C1(C(=O)OC)CC(CO)C(=O)[C@H]1c1ccccc1 (stereo not given in full)	9.3%&0.6%
CCN1CCCC1Cn1c(-c2ccccc2)nc2c(NCCOC)nc(C)nc21 (stereo not given)	2.7%
COc1cc(/C=N/NC(=O)c2cncc(Br)c2)ccc1OC(=O)c1ccc2c(c1)OCO2	-7.7%
COCCCNc1ncnc2c1[nH]c1ccccc12	6.8%
Cc1cc2c(s1)c1cnn(Cc3ccc(Cl)cc3)c(=O)c1n2C	35.5µM*
COc1ccc(-c2cc(C(F)(F)F)n3nc(C(=O)NCC45CC6CC(CC(C6)C4)C5)cc3n2)cc1	-5.8%
Cc1ccc2c(=O)n3c(nc2c1)C(Cc1ccccc1)NC(=O)c1cc(Cl)ccc1-3 (stereo not given)	-0.8%
O=C(CCC(=O)N1CCN(c2ccc(O)cc2)CC1)c1ccc(Br)cc1	-9.6%
CCCCC(=O)N1C/C=C\C(c2ccc(OC)cc2)N(Cc2ccc(F)cc2)C(=O)C1C (stereo not given)	10.9%
CCc1cc2c(nc1CC)CCN(CC/C(C)=N/O[C@@H](C)c1cn([C@@H]3COC[C@@H]3O)nn1)C2	9.0%[21 µM]
CCCCCCC1=Cc2cc(OC)c(OC)cc2C(CC(=O)/C=C/OC)O1 (stereo not given)	2.6%[21 µM]

# Some of these compounds in order of count of non-hydrogen atoms, low to high.
canonical_smiles	TDP1 inh
O=C(CCC(=O)N1CCN(c2ccc(O)cc2)CC1)c1ccc(Br)cc1	-9.6%
CCCCCCC1=Cc2cc(OC)c(OC)cc2C(CC(=O)/C=C/OC)O1 (stereo not given)	2.6%[21 µM]
COC(=O)C1=C[C@@H](C(=O)OC)[C@@H]2C3=C(C(=O)[C@]2(C)NC(=O)c2ccccc2)[C@H](C)[C@@H]2C(=O)NC(=O)[C@@H]2[C@@H]3C1	5.6%

# More compounds follow.
canonical_smiles	TDP1 inh
COC(=O)[C@@]1(Cc2ccccc2)[C@H]2c3cc(C(=O)N4CCCC4)n(CCN4CNCC4=O)c3C[C@H]2CN1C(=O)c1ccccc1	9.3%
c1nnc2c3c4c(sc3ncn12)CCCC4	0.0%
CN1CCc2nc(SCC(=O)Nc3ccc(F)cc3)c(C#N)cc2C1	5.6%
COc1ccccc1NC(=O)c1c(N=Cc2ccccc2O)cnn1C	2.5%
O=C1[C@H]2[C@H]3[C@H](O)[C@H](O)C/C(=N/OC[C@@H](O)COCc4ccco4)[C@H]3CC[C@@H]2C(=O)N1c1cccc(Oc2ccccc2)c1	5.8%[21 µM]
CCCn1c(C)nc2c(NCCN3CCCC3)nc(C)nc21	3.3%
CC/C=C\C/C=C\C/C=C\C/C=C\C/C=C\C/C=C\CCC(N)=O	10.6%
O=C1CN(c2nc(-c3ccccc3)c3cc(Br)ccc3n2)c2ccccc2N1	4.0%
Cn1ccnc1SCC(=O)Nc1cc(Cl)ccc1Cl	7.1%
CCCCN(C)CCCNC(=O)CN1C(=O)COc2ccc(S(=O)(=O)N3CCC(C)CC3)cc21	-3.8%
Cc1ccc(C)c(N2CCN(C(=O)CN3C(=O)COc4ccc(S(=O)(=O)N5CCCC5)cc43)CC2)c1	3.8%
N=C1C(c2nc3ccccc3c(=O)[nH]2)=C(O)CN1c1ccccc1	3.5%
CCCCN1CCCC1CNC(=O)c1cc(C#N)c2ccccc2c1OC (stereo not given)	-5.8%
Cc1cc(C)c2[nH]c(O)c(N=NC(=O)c3cc4c(s3)CCCC4)c2c1	8.2%
Cc1nc(NC(=O)c2ccccc2)sc1-c1csc(Nc2cccc(F)c2)n1	8.6%
CCOCC(=O)Nc1c(C)n(C)n(-c2ccccc2)c1=O	-10.3%
O=C1C[C@@H](c2ccccc2Cl)N1S(=O)(=O)c1ccccc1[N+](=O)[O-]	7.4%
CCN1C(=O)[C@@H]2[C@H](C1=O)[C@@H]1C[C@H]3C(=O)N(CC)C(=O)[C@H]3[C@@H]3C1=C(C(=O)N1C(=O)O/C(=N\CC4CC4)[C@]31C)[C@@H]2C	6.3%
CCCc1cc(F)c(S(=O)(=O)N2CCN(S(=O)(=O)c3ccc4c(c3)OCCO4)CC2)cc1F	-0.5%
CC(C)C[C@H](NC(=O)[C@@H]1CCC(=O)N1)C(=O)N[C@@H](Cc1ccc(O)cc1)C(=O)N[C@@H](CCC(=O)O)C(=O)N[C@@H](CC(N)=O)C(=O)N[C@@H](CCCCN)C(=O)N1CCC[C@H]1C(=O)N[C@@H](CCCN=C(N)N)C(=O)N[C@@H](CCCN=C(N)N)C(=O)N1CCC[C@H]1C(=O)N[C@@H](Cc1ccc(O)cc1)C(=O)O	8.9%
Cc1ccccc1C1CC(=O)Oc2ccc(C(C)(C)C)cc21 (stereo not given)	-6.1%
COc1ccc(-c2cc(C(F)(F)F)nc(SCCC(=O)Nc3c(C)cccc3C)n2)cc1	-8.5%
CC(=O)N1CCc2ccc(C(=O)CN3CCN(c4cccc(C)c4C)CC3)cc21	6.7%
O=C(c1cc2ccccn2n1)N1CCCC1	2.6%
COc1ccc(OC)c(C2=Nn3c(nnc3-c3cc(OC)ccc3OC)SC2)c1	10.3%
O=C(NCCN1CCOCC1)C1(C(F)(F)F)C/C(=C/CCO)CCCO1 (stereo not given)	5.0%
O=C1C2C(c3ccccc3)CC=CC2C(c2ccc(C(F)(F)F)cc2)N1Cc1ccccc1 (stereo not given)	3.8%
CC[C@H](C)[C@H](NC(=O)[C@H](Cc1ccccc1)NC(=O)[C@H](CC(C)C)NC(=O)[C@H](CCSC)NC(=O)[C@H](CCC(=O)O)NC(=O)[C@H](CCC(=O)O)NC(=O)[C@H](CC(=O)O)NC(=O)[C@H](CO)NC(=O)[C@@H]1CCCN1C(=O)[C@H](CCCCN)NC(=O)[C@@H](N)[C@@H](C)O)C(=O)N[C@@H](Cc1ccc(O)cc1)C(=O)NCC(=O)N[C@@H](Cc1cnc[nH]1)C(=O)N[C@@H](Cc1ccc(O)cc1)C(=O)N[C@@H](CCCCN)C(=O)N[C@@H](CCC(N)=O)C(=O)N[C@@H](C)C(=O)N[C@H](C(=O)N[C@H](C(=O)NCC(=O)N[C@@H](CC(=O)O)C(=O)N[C@H](C(=O)N[C@@H](CC(N)=O)C(=O)N[C@H](C(=O)N[C@@H](CCC(=O)O)C(=O)N[C@@H](CCCNC(=N)N)C(=O)N1CCC[C@H]1C(=O)NCC(=O)N[C@@H](CCSC)C(=O)N[C@@H](CC(C)C)C(=O)N[C@@H](CC(=O)O)C(=O)N[C@@H](Cc1ccccc1)C(=O)N[C@H](C(=O)O)[C@@H](C)O)[C@@H](C)O)[C@@H](C)CC)C(C)C)[C@@H](C)O	8.2%
CC(=O)c1cnc(Nc2nc(C)c3ccccc3n2)nc1C	1.1%
COc1ccc(-c2cc(OC(=O)c3ccc(F)cc3)c3c(C)oc(C)c3c(=O)c2)cc1	7.6%
CO[C@@H]1/C=C\CC(=O)N[C@@H](C)C(=O)OC[C@@H](OC)[C@H](C)/C=C\CC(=O)OC[C@H]1C	-0.5%[21 µM]
CCOC(=O)c1ccc(NC2=CC(c3ccc(OCC)cc3)N(c3ccc(C(=O)OCC)cc3)C2=O)cc1 (stereo not given)	-5.8%

# Shown with each value named: entries from further up.
COc1cc(/C=N/NC(=O)c2cncc(Br)c2)ccc1OC(=O)c1ccc2c(c1)OCO2
  TDP1 inh: -7.7%

COCCCNc1ncnc2c1[nH]c1ccccc12
  TDP1 inh: 6.8%

Cc1cc2c(s1)c1cnn(Cc3ccc(Cl)cc3)c(=O)c1n2C
  TDP1 inh: 35.5µM*

COc1ccc(-c2cc(C(F)(F)F)n3nc(C(=O)NCC45CC6CC(CC(C6)C4)C5)cc3n2)cc1
  TDP1 inh: -5.8%

# A portion of the library; rates above refer to the full screens.
